MPTP inh: inhibitors of mitochondrial permeability transition pore; isolated mouse mitochondria, Ca2+ swelling absorbance, 30 min; 360,000 compounds, 1.4% hits; AID 602449; inhibition, % at 10 µM;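 active = inhibition of 50% or more, scaled per plate between neutral and stimulator controls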;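 also: 0% = DMSO wells given calcium and 100% = 1 mM EGTA wells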
GRIN3A LBD mod: modulates the human NR3A ligand-binding domain | NR3A LBD differential scanning fluorimetry, Tm shift; 0% = protein alone, 100% = glycine-bound protein | Tm shift relative to glycine control, % at 25 µM | 340,000 compounds, 2.5% hits | AID 1259313;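 active = melting temperature shift of at least 10% of the positive control shift, at one fixed dose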
mIAP act: mouse IAP activation; muIAP, CDP-Star luminescence, 30 min; stronger effect = higher value; 1 = vehicle-only enzyme signal, 0 = enzyme-free wells; activation factor at 10 µM; 330,000 compounds, 0.24% hits; AID 2805;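 active = activation factor of at least 2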; also: the source names both 10 and 20 µM as test concentration; values of inactives mirror those of a sister screen read the other way
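Assay system: mouse IAP enzyme; Reagent: CDP-Star chemiluminescent phosphatase substrate; Compound: DMSO-dissolved test compounds; Incubation: 30 min, room temperature; Technique: luminescence from enzymatic CDP-Star hydrolysis; Controls: DMSO-only wells and no-enzyme negative control.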
mIAP block: blocks mouse intestinal alkaline phosphatase. purified mouse IAP, CDP-Star luminescence, 30 min. inhibition, % at 10 µM. 330,000 compounds, 0.2% hits. AID 2806;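 active = inhibition of at least 40% at 10 µM in the primary screen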;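 also: plate controls were DMSO with enzyme for no effect and no enzyme wells for full effect; values of inactives mirror those of a sister screen read the other way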
beta cell repl: MIN6 beta-cell proliferation induction; MIN6 cells proliferation, ATPlite luminescence, 48 h; cells starved in 0.2% serum; 100% = growth in 10% serum; proliferation, % at 10 µM; 330,000 compounds, 0.29% hits; AID 2380;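 active = compounds whose signal lies at least 3.5 SD above the mean of all wells on their plate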;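 also: 0% = DMSO-treated cells in low-serum medium and 100% = 10% serum control; some compounds called inactive have numbers as strong as hits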
hIAP act: increases human intestinal alkaline phosphatase activity | P09923 | purified human IAP, CDP-Star luminescence, 30 min; stronger effect = higher value; 1 = vehicle-only enzyme, 0 = enzyme-free background | activation factor at 10 µM | 330,000 compounds, 0.16% hits;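 active = activation factor of the enzyme at least 2-fold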; also: the source names both 10 and 20 µM as test concentration; values of inactives mirror those of a sister screen read the other way
hIAP inh: human IAP inhibition. P09923. purified IAP, CDP-Star luminescence, 30 min. inhibition, % at 10 µM. 330,000 compounds, 0.12% hits;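 active = inhibition reaching a set limit with compound at 10 µM in the primary screen, cut at about 35% in these data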;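 also: plate controls were DMSO wells with enzyme for no effect and no-enzyme buffer wells for full effect; values of inactives mirror those of a sister screen read the other way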
A3A deaminase: blocks human APOBEC3A ssDNA deamination | P31941 | 330,000 compounds, 0.41% hits | recombinant A3A, FAM/TAMRA ssDNA deamination fluorescence | inhibition, % at 20 µM;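 active = at least 40% inhibition at 20 µM here, with at most 30% in a related deaminase screen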;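 also: plate controls were A3A with DMSO for no effect and wells lacking A3A enzyme for full effect; some results filed as inactive read as strong as hits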
Target sequence (P31941 whole entry, looked up): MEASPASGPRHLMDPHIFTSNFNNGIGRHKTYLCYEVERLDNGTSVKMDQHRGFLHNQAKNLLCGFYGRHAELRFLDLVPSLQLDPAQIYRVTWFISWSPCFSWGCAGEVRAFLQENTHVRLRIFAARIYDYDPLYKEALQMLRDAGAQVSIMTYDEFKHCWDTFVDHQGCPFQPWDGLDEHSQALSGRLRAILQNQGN
APOBEC3G inh: inhibitors of human APOBEC3G DNA deaminase. recombinant A3G, ssDNA deamination FAM/TAMRA fluorescence. inhibition, % at 20 µM. 330,000 compounds, 0.28% hits;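 active = inhibition of at least 40% at 20 µM, with no more than 30% in the related APOBEC3A deaminase screen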;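 also: plate controls were DMSO wells with A3G for no effect and wells lacking A3G enzyme for full effect; some compounds called inactive have numbers as strong as hits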
Target sequence (Q9HC16 whole entry, looked up): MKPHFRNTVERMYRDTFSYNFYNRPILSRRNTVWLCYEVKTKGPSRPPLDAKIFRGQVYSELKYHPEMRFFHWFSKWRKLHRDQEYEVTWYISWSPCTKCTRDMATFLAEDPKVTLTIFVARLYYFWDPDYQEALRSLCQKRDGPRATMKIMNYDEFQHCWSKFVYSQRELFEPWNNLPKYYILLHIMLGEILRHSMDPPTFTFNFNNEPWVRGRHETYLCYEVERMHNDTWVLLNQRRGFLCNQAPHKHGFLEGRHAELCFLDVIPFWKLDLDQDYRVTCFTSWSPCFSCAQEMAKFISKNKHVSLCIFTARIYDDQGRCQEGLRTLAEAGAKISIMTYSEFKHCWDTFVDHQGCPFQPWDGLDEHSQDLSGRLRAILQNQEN
An asterisk follows results filed as active.

SMILES	MPTP inh	GRIN3A LBD mod	mIAP act	mIAP block	beta cell repl	hIAP act	hIAP inh	A3A deaminase	APOBEC3G inh
COC(=O)c1nnn(-c2nonc2N)c1-c1cccs1	-3.2	-2.1	1.02	-2.0	-1.6	1.26	-26.3	1.1	-0.4
O=C(NCc1ccc(OC(F)(F)F)cc1)C1CC(c2cccc(F)c2)=NO1 (stereo unspecified)	1.2	0.0	0.97	3.0	-4.3	0.953	4.7	0.6	-8.7
Cn1c(N)c(C(=O)COC(=O)C2=COCCO2)c(=O)n(C)c1=O	-4.1	-0.6	0.986	1.4	-0.8	0.944	5.6	-0.6	-6.7
O=C(OCc1cccc([N+](=O)[O-])c1)c1cc2ccccc2oc1=O	0.4	0.1	0.935	6.5	-3.1	0.94	6.0	-4.5	-3.6
CCOc1ccc(NC(=O)CNc2cccc(S(=O)(=O)N3CCCCCC3)c2)cc1OCC	2.4	-6.7	1.08	-8.0	-3.7	1.02	-1.9	-1.0	-5.0
Nc1cc(=O)[nH]c(SCC(=O)N2CCN(S(=O)(=O)c3ccc4ccccc4c3)CC2)n1	0.0	-2.0	1.06	-5.6	0.4	0.906	9.4	-1.6	1.6
C=CCN=C1S/C(=C\N(C)C)C(=O)N1S(=O)(=O)c1ccc(C)cc1	-1.8	12.0*	1.07	-7.3	-1.7	1.19	-18.6	-7.2	-6.3
COc1ccc(N(C)C(=O)Cc2c(C(=O)O)n(C)c3ccccc23)c(OC)c1	-0.8	-0.3	1.05	-4.8	-1.3	0.962	3.8	-3.2	-10.9
COc1ccc(C)cc1NC(=O)c1cnc2n(c1=O)CCS2	-2.3	1.5	0.941	5.9	-1.4	0.885	11.5	-0.4	0.7
Cc1cc(-c2n[nH]c(=S)n2/N=C/c2sccc2C)n[nH]1	0.6	0.2	0.881	11.9	2.7	0.983	1.7	-3.7	57.4*
CC1CC(C)CN(CC(=O)N2CCc3[nH]c4ccccc4c3C2)C1 (stereo unspecified)	-2.0	-1.3	0.927	7.3	1.3	1.11	-10.8	-1.5	-3.1
CCn1cc(C(=O)NCC(=O)NC(C)(C)CO)c(=O)c2cc3c(cc21)OCO3	-0.6	-0.2	0.994	0.6	1.0	1.02	-2.5	0.6	5.4
CCN(CC)C(=O)C12C(=O)Oc3ccccc3C1C2(C)C(=O)c1ccc(F)cc1 (stereo unspecified)	1.1	3.5	0.903	9.7	-2.2	0.772	22.8	-5.3	-6.5
O=S(=O)(c1ccc(=S)[nH]c1)N1CCN(Cc2ccccc2)CC1	-4.1	1.8	0.994	0.6	-5.9	0.951	4.9	-1.4	-3.6
Cc1ccc2cc3cc(C(=O)NCCCN4CC(C)CC(C)C4)oc3nc2c1 (stereo unspecified)	2.1	-1.4	0.935	6.5	-7.2	1.07	-7.3	4.5	2.1
COc1ccc(C(=O)C23CC4CC(C2)CC(C(=O)c2ccc(OC)cc2)(C4)C3)cc1	28.3	-3.0	0.862	13.8	-4.5	0.979	2.1	-0.9	-2.5
CC(NC(=O)C12CC3CC(CC(C3)C1)C2)C(=O)N/N=C/C1=C(N2CCOCC2)C(=C\c2ccccc2)/CC1 (stereo unspecified)	1.7	-8.1	0.934	6.6	0.0	0.834	16.6	-0.8	-0.5
COCCOC(=O)C1=C(C)NC2=C(C(=O)CC(c3cccs3)C2)C1c1ccsc1 (stereo unspecified)	-0.1	-4.2	1.06	-6.2	-1.1	0.789	21.1	1.4	-0.8
C=CCSc1nc2ccccc2[nH]1	1.6	-1.2	0.908	9.2	-4.0	1.06	-6.3	-1.9	-5.5
CC(C)(C)NC(=O)CC1C(=O)NCCN1Cc1c(F)cccc1Cl (stereo unspecified)	1.6	-4.3	0.93	7.0	-0.6	0.986	1.4	-0.1	-5.1
Cn1cc(CNCCCn2ncc3ccccc32)c(-c2ccccc2F)n1	1.8	-0.7	1.03	-2.8	-0.1	1.14	-13.5	-4.6	-6.0
CC(Oc1cccc(Cl)c1)C(=O)Nc1ccccc1C(=O)N1CCCCC1 (stereo unspecified)	0.1	-1.9	0.997	0.3	7.0	1.03	-2.7	0.3	-6.2
CCOC(=O)C(Cc1ccc(OC)c([N+](=O)[O-])c1)NC(=O)CCC(=O)Nc1ccc(C)cc1 (stereo unspecified)	-1.7	-0.4	1.19	-19.2	-2.3	0.912	8.8	-6.2	-3.2
CCOC(=O)c1ccc(NC(=O)CNC(=O)C2CCCCC2)cc1	0.5	-0.9	1	-0.5	-2.4	1.03	-2.8	-6.0	-6.1
COc1ccc(NC2CCCCC2NS(=O)(=O)c2ccc(C)cc2)cc1 (stereo unspecified)	-0.3	1.8	1.02	-2.5	-1.7	1.16	-15.5	-5.3	-5.2
CCn1c(=O)c2cc(S(=O)(=O)NCCOc3ccccc3)ccc2n(CC)c1=O	1.5	6.5	1.09	-8.7	-2.0	1.07	-6.6	-3.0	-3.5
Cc1c(CCC(=O)N[C@@H](C)C(=O)O)c(=O)oc2cc3occ(-c4ccccc4)c3cc12	0.6	-2.7	0.97	3.0	-3.8	1.07	-6.7	-3.3	-0.9
c1ccc(-c2ccc(-c3cnc4n3CCCCC4)cc2)cc1	0.7	-2.1	1.05	-4.6	-2.8	0.833	16.7	-1.8	4.6
Cc1cc(NC(=O)c2sc(Nc3cccc(C(F)(F)F)c3)nc2N)no1	13.5	19.9*	0.882	11.8	-2.8	0.907	9.3	-4.9	-8.3
Cn1c(=O)c2ccccc2n(Cc2ccccc2Cl)c1=O	0.3	0.3	1.05	-5.3	0.1	1.05	-5.2	-7.7	-4.7

Two entries from above, with bars between the fields:
mol | MPTP inh | GRIN3A LBD mod | mIAP act | mIAP block | beta cell repl | hIAP act | hIAP inh | A3A deaminase | APOBEC3G inh
Cn1cc(CNCCCn2ncc3ccccc32)c(-c2ccccc2F)n1 | 1.8 | -0.7 | 1.03 | -2.8 | -0.1 | 1.14 | -13.5 | -4.6 | -6.0
CC(Oc1cccc(Cl)c1)C(=O)Nc1ccccc1C(=O)N1CCCCC1 (stereo unspecified) | 0.1 | -1.9 | 0.997 | 0.3 | 7.0 | 1.03 | -2.7 | 0.3 | -6.2

The listing continues:
SMILES	MPTP inh	GRIN3A LBD mod	mIAP act	mIAP block	beta cell repl	hIAP act	hIAP inh	A3A deaminase	APOBEC3G inh
Nn1cc(-c2ccccc2)nc1SCC(=O)Nc1ccc(S(N)(=O)=O)cc1	1.4	-6.1	0.971	2.9	-2.6	1.08	-8.3	-6.4	-6.4
Cc1ccccc1-c1cc(C(=O)NCc2cccc(Br)c2)nn1CC1CC(c2cccc([N+](=O)[O-])c2)=NO1 (stereo unspecified)	0.4	1.4	0.965	3.5	-3.9	0.902	9.8	-0.6	-6.2
CC(NC(=O)COC(=O)c1ccc[nH]c1=O)c1ccccc1 (stereo unspecified)	-1.3	-0.2	1.19	-19.3	-3.0	1.08	-7.6	-2.0	-6.7
CC1=NN(C(=O)c2cccc(Cn3nc(C)c([N+](=O)[O-])c3C)c2)C(O)(C(F)(F)F)C1 (stereo unspecified)	-1.3	-1.0	0.949	5.1	-1.0	0.913	8.7	0.7	-4.7
Cc1oc(-c2cc(F)cc(F)c2)nc1CN1CCSCC1	0.2	0.1	1.12	-12.0	-1.0	1.11	-10.9	1.9	-7.5
O=c1cc(N2CCOCC2)[nH]c(=O)n1C1CCCCC1	-0.5	-0.4	1.01	-1.3	-2.2	1.2	-19.9	-2.0	-0.3
O=C1N/C(=N/O)S/C1=C/c1cccnc1	2.9	-2.9	0.954	4.6	0.0	1.1	-9.6	-1.3	-6.0
O=C(O)Cc1ccc(NC(=S)Nc2ccc(Br)cc2Cl)cc1	2.9	-0.7	0.975	2.5	-3.5	0.992	0.8	-12.0	-6.2
COc1ccc(CCNC(=O)CCC(=O)c2cccs2)cc1OC	-1.5	0.3	0.963	3.7	-2.8	0.962	3.8	0.9	-4.9
C=C(C)C(=O)NC1=NN(c2ccccc2)C(=O)C1	0.6	0.2	1	-0.4	0.0	1.18	-18.0	16.6	19.5
COC(=O)N/N=C/c1cn(Cc2ccccc2F)c2ccccc12	0.8	-0.3	1.11	-11.3	0.3	1.01	-0.6	0.5	0.2
COC(=O)[C@]1(C)N[C@H](CN(C)S(=O)(=O)c2ccc(OC)cc2)[C@@H]2C(=O)N(C)C(=O)[C@@H]21	0.7	3.8	0.905	9.5	-1.5	1.04	-4.1	-4.5	-7.0
CCOC(=O)c1c(C)sc2c1N(C(C)=O)c1cc(Cl)ccc1S2	-1.3	-2.8	1.05	-5.1	0.6	1.01	-0.8	-4.9	-2.6
CC(C)(C)N(CC#CCC(O)(c1ccccc1)c1ccccc1)CCO	3.7	1.9	1.02	-1.8	-0.7	1.04	-3.7	-1.8	-4.0
O=C(CC1CCCC1)Nc1nc2ccccc2[nH]1	0.2	1.1	1.05	-4.8	-3.8	1.1	-10.0	-6.7	-10.1
Cc1ccc(C(=O)CSc2nc3cccnc3n2C)cc1	10.2	0.6	0.994	0.6	-0.8	0.981	1.9	-0.7	0.1
CC(C)(C)S(=O)(=O)c1ccsc1C(=O)O	1.2	6.7	1.17	-17.0	-0.6	1.17	-17.1	-0.5	-3.7
CCCN(CC(=O)Nc1cccc(Br)c1)CC(=O)Nc1ccc(F)c(F)c1F	74.2*	22.4*	1.15	-15.0	-6.2	1.24	-23.8	2.2	-4.3
Cc1ccc(CNC(=O)c2cc(-c3cc(C)cc(C)c3O)n[nH]2)cc1	88.0*	11.5*	1.21	-20.7	-5.5	1.9	-90.0	-6.9	1.2
CCOC(=O)C1C(=O)NC(c2ccccc2)=NC1c1ccc(Br)cc1 (stereo unspecified)	1.0	0.2	1.03	-2.8	-3.0	1.07	-7.5	-4.3	-7.6
COc1ccc(OCC(=O)NCCCN2CCOCC2)cc1	-0.3	0.8	1.09	-9.4	0.3	1.24	-23.8	-5.5	-8.5
COCCn1cnc2c1c(=O)n(Cc1c(F)cccc1Cl)c(=O)n2Cc1ccccc1	-0.3	-1.5	0.918	8.2	-1.9	0.964	3.6	-2.4	-9.7
O=C(CNC(=O)c1ccc2c(c1)OCO2)Nc1ncccc1O	1.5	0.6	0.929	7.1	-0.6	0.956	4.4	-2.7	-7.1
O=C(NCCc1c[nH]c2ccccc12)C(F)(F)C(F)F	0.0	-1.6	1.03	-2.6	-4.5	0.985	1.5	-4.5	-8.0
Cc1nc2ccccn2c1/C(O)=C1\C(=O)C(=O)N(CCN(C)C)C1c1ccco1 (stereo unspecified)	1.3	2.1	0.99	1.0	2.0	0.976	2.4	2.2	1.4
CC(=O)N1c2ccc(S(=O)(=O)N3CCCC(C(=O)Nc4cccc(F)c4)C3)cc2CC1C (stereo unspecified)	0.0	-2.7	1.28	-28.2	1.1	1.14	-13.5	-5.2	-4.3
CCSc1ccc2nnc(-c3cccc(F)c3)n2n1	-2.0	0.9	0.996	0.4	3.6	0.841	15.9	23.1	3.6
CCn1nc(C)c(NC(=O)CC23CC4CC(CC(C4)C2)C3)c1C	1.1	-9.9	1.01	-1.3	-1.2	1.17	-17.0	0.9	0.4
O=C1N(CN2CCN(c3cccc(Cl)c3)CC2)c2ccccc2C12OCCCO2	-1.5	-3.8	1	-0.1	-0.5	0.889	11.1	0.8	-6.8
COC(=O)c1[nH]c2cccc(OC)c2c1NC(=O)CN(C)CC1OCCO1	-0.5	3.8	0.918	8.2	-2.0	0.96	4.0	-4.4	-11.3
COc1ccc(NS(=O)(=O)c2cc(S(C)(=O)=O)ccc2C)cc1	-2.6	-0.7	0.998	0.2	0.2	0.993	0.7	-1.5	-5.8

Assay outcomes as filed in PubChem.

The order is random; overall some 5% were active at least once.
